FBW7 activator = human FBW7 E3 ligase activation, primary screen; Q969H0; AlphaScreen FBW7–phospho-cyclin E peptide binding, activator screen; normalized activity (activation), % at 26.1 µM; 650,000 tested, 0.13% active; AID 1259310; in the data active means normalized activity above about 1.9%;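 further: purified mutant Fbw7 with reduced substrate affinity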
Target sequence (Q969H0 whole entry, looked up): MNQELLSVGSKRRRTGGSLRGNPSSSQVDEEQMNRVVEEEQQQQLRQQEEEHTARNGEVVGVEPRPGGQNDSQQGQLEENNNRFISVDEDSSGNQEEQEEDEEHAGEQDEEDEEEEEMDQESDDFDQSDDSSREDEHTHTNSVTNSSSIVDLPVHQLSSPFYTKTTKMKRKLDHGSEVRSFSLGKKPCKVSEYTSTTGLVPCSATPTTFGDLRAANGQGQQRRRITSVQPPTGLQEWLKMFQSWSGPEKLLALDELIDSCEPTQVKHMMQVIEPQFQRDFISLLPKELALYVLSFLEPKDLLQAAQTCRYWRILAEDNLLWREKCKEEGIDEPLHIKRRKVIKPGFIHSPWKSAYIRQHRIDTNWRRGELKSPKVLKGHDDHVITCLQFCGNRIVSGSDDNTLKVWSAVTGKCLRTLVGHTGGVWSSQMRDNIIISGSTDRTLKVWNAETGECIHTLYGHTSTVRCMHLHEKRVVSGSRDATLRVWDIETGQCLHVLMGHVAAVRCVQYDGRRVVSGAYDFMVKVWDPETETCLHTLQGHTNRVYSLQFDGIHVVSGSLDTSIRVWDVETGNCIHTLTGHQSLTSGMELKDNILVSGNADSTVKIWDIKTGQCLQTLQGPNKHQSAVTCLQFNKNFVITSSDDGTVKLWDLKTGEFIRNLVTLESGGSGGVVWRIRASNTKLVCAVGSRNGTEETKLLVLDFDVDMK
MITF primary = inhibitors of human MITF. inhibition, % at 2.6 µM. AlphaScreen MITF homodimerization, bead proximity signal. O75030. 650,000 tested, 0.91% active; in the data active means inhibition above about 50%;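 further: 0% = vehicle wells with protein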
GPR151 activ = activators of human GPR151; Q8TDV0; PathHunter beta-arrestin GPR151 cells, luminescence; activation, % at 11.2 µM; 650,000 tested, 1% active; in the data active means activation above about 4.9%;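 further: 0% = median of compound wells and 100% = cells with positive control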
TEAD-YAP block = TEAD-YAP interaction inhibition | AID 1259422 | HEK-TIYL cells, TEAD-Gal4/YAP UAS-luciferase luminescence | inhibition, % at 9.12 µM | 640,000 tested, 1.4% active; in the data active means inhibition above about 32%;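 further: 0% = median of test compound wells and 100% = reference inhibitor wells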
Active calls of the source: *.

SMILES	MITF primary	TEAD-YAP block	FBW7 activator	GPR151 activ
O=C(c1cnsn1)N1CCN(c2ccccn2)CC1	0	-4	0.1	-0.4
COc1ccccc1OCC(=O)Nc1ccc(F)c(F)c1	11	-65	0.1	-0.3
CN(C)S(=O)(=O)c1ccc(C(=O)C2=C3SC=C(c4ccc(F)cc4)N3CC2)cc1	11	8	0.2	0.1
O=C(CSc1nnc(-c2cccnc2)n1Cc1ccco1)c1ccc(F)cc1	-13	-7	0.1	1.3
CCCCC(=O)Nc1nc2c(s1)CCc1ccccc1-2	-17	-27	0.1	1.9
Cn1ncc(NC(=O)Nc2ccc(F)cc2F)c1C(N)=O	24	-12	0.3	0.8
COCCCN1C(=O)CC(CC(=O)N2CC[C@@H]3CCCC[C@H]3C2)(c2ccccc2)C1=O (stereo partly specified)	5	-21	0.0	-1.6
COc1ccc(OCCCOc2ccc(/C=C3/C(=N)N4C(c5ccccc5)=CSC4=NC3=O)cc2)cc1	2	5	0.0	-1.4
Cc1ccccc1NC1=NC(C)(C)Cc2ccccc21	-5	-3	-0.1	1.9
Cc1cc(C)cc(NC(=O)c2cccnc2)c1	-6	8	-0.1	-0.7
CCC(C)NS(=O)(=O)c1ccc(NS(=O)(=O)c2ccc(C)cc2)cc1 (stereo unspecified)	-8	12	-0.2	1.7
OCCCNc1ncnc2sc3c(c12)CCCCC3	2	6	0.0	0.7
CCOC(=O)C1CCCN(Cc2ccccc2)C1 (stereo unspecified)	6	-8	-0.1	-0.5
CCCc1cc(=O)[nH]c(SCC(=O)N2CCOCC2)n1	-2	0	-0.1	1.2
CCC1CCCCN1S(=O)(=O)c1ccc2c(c1)OCC(=O)N2 (stereo unspecified)	10	6	0.1	0.0

Whole records as entered above. Order of values: MITF primary	TEAD-YAP block	FBW7 activator	GPR151 activ
CCOC(=O)C1CCCN(Cc2ccccc2)C1 (stereo unspecified) in the list: 6	-8	-0.1	-0.5
COc1ccc(OCCCOc2ccc(/C=C3/C(=N)N4C(c5ccccc5)=CSC4=NC3=O)cc2)cc1 in the list: 2	5	0.0	-1.4
Cn1ncc(NC(=O)Nc2ccc(F)cc2F)c1C(N)=O in the list: 24	-12	0.3	0.8
O=C(c1cnsn1)N1CCN(c2ccccn2)CC1 in the list: 0	-4	0.1	-0.4
O=C(CSc1nnc(-c2cccnc2)n1Cc1ccco1)c1ccc(F)cc1 in the list: -13	-7	0.1	1.3

(further entries)
SMILES	MITF primary	TEAD-YAP block	FBW7 activator	GPR151 activ
CCOC(=O)c1nn(-c2ccc(OC)cc2)c(=O)c2c(NC(=O)c3ccco3)scc12	9	8	0.2	0.5
COc1c(C)cccc1C(=O)Nc1cccc(F)c1	18	-6	0.9	-1.6
Cc1ccc(NC2=CC(=O)CC(C)(C)C2)c(N)c1	3	3	-0.4	1.3
O=C(Cn1ccc2ccccc2c1=O)NCCC(=O)Nc1ccc2c(c1)OCO2	-2	9	-0.1	-0.9
COc1ccc(N2CCN(C(=O)c3cc4c(=O)n(C)c(=O)n(C)c4s3)CC2)cc1	-10	-13	-0.1	2.7
CCOc1ccccc1NC(=O)Cc1coc2ccc(C)cc12	-15	-16	0.3	0.5
CCCCC(=O)N=c1sc2cc(S(C)(=O)=O)ccc2n1C	-5	-4	0.1	0.2
O=c1ccccn1Cc1ccc(Cl)cc1Cl	-4	-5	0.1	1.7
COc1ccccc1C(=O)N(Cc1nc(-c2ccccc2)no1)C(C)C	16	0	0.7	-1.1
CCOC(=O)c1ccc(OC(=O)c2ccc(C(=O)Oc3ccc(C(=O)OCC)cc3)nc2)cc1	26	4	0.5	-0.9
COc1ccccc1CN1CCN(C(=O)c2ccncc2)CC1	65*	1	-0.2	-0.6
COc1ccc(COC(=O)C2=C(C)Nc3nnnn3C2c2ccccc2)cc1 (stereo unspecified)	10	7	0.3	-0.6
C=CCn1c(SCC(=O)c2ccc(Cl)cc2)nc2sc3c(c2c1=O)CCCC3	6	0	0.1	1.1
FC(F)(F)COc1nc(N2CCOCC2)nc(N2CCN(c3ccccc3)CC2)n1	-5	-4	-0.1	-0.8
Cc1nnn(C23CC4CC(CC(C(=O)Nc5ccc(C)c(Cl)c5)(C4)C2)C3)n1	-8	-15	0.1	-0.4
Cc1c(Cl)c([N+](=O)[O-])nn1CC(=O)O	-7	3	0.0	-1.0
C[n+]1cccc(/C(=N/O)c2ccccc2)c1	21	2	0.2	-0.7
CCC(=O)N1c2ccccc2-c2nnc(SC)nc2OC1c1ccc(-c2ccc(C)c(Cl)c2)o1 (stereo unspecified)	18	-2	0.0	-0.1
COc1ccc(C(=O)NC(=S)Nc2ccc(C(=O)O)c(Cl)c2)cc1[N+](=O)[O-]	5	-1	0.1	2.1
CC1=C(C#N)c2nc(N)c(C#N)c(C)c2/C1=C\c1ccccc1	7	-6	0.0	0.2
COC(=O)COc1ccc2c(=O)c(-c3ccccc3Cl)c(C)oc2c1	-6	0	-0.3	-1.1
Cc1ccccc1NC(=S)N(CCN1CCCCCC1)Cc1ccco1	-5	-6	0.0	-1.2
O=C(c1ccccc1)N1CCC(O)(c2ccccc2)[C@H]2CCCC[C@H]21 (stereo partly specified)	9	-4	-0.2	-0.3
C=CCOc1ccc(/C=N/NC(=O)C(=O)Nc2ccc(Cl)cc2C)cc1	-2	-3	-0.1	0.9
O=C1c2ccccc2S(=O)(=O)NN1CCN1C(=O)c2ccccc2S1(=O)=O	19	10	0.0	1.6
CC1CCN(c2ccc([N+](=O)[O-])cc2C(=O)N2CCOCC2)CC1	8	10	0.0	0.7
COCCCNC(=O)CN(c1ccc(C)cc1)S(=O)(=O)c1ccc(SC)cc1	-4	11	-0.1	1.1
CCOC(=O)C1=C(C)N=c2s/c(=C\c3cn(Cc4ccccc4Cl)c4ccccc34)c(=O)n2C1c1ccc(N(C)C)cc1 (stereo unspecified)	-2	-9	-0.1	0.1
O=C(CC1C(=O)NCCN1Cc1ccc(-c2ccccc2)cc1)NCCc1ccco1 (stereo unspecified)	-6	9	0.2	-0.1
O=C(COC(=O)CN1C(=O)c2cccc([N+](=O)[O-])c2C1=O)Nc1cccc2ccccc12	4	31	0.4	-1.2
COc1ccc(-c2noc(CCl)n2)cc1	-3	4	-0.1	-0.1
COc1ccc(-n2nc(C(=O)Nc3cccnc3)c3c4ccccc4n(C)c3c2=O)cc1	-5	-7	0.0	-1.0
COc1ccccc1-n1ncc2c(C)nnc(SCc3cccnc3)c21	12	-6	0.9	-0.7
CC(=O)N1CCc2cc(Br)cc(S(=O)(=O)N3CCN(c4ccccc4F)CC3)c21	4	-11	-0.1	1.5
S=C(NCCC1=CCCCC1)NCc1ccco1	20	4	1.1	-1.1
Cc1cccc(-n2c(O)c(C=Nc3ccccc3C(=O)O)c3ccccc3c2=O)n1	3	11	-0.1	-0.9
N#CCCn1c(CC(=O)NCc2ccccc2[N+](=O)[O-])nc2ccccc21	-1	7	0.0	-0.3
CN1C(=O)C(=Cc2ccc(O)c([N+](=O)[O-])c2)C(=O)N(C)C1=S	-25	-2	-0.1	0.8
COc1cc(/C=C2/SC(=Nc3ccccc3)NC2=O)ccc1OCc1ccccc1Cl	7	-42	0.0	1.9
CC1CCCCC12NC(=O)N(Cc1ccccc1F)C2=O (stereo unspecified)	14	-3	0.1	-1.6
Cn1cc(Br)c(C(=O)NNC(=O)Cc2ccc(Cl)cc2)n1	-6	0	0.0	0.7
Cc1noc(NS(=O)(=O)c2ccc(NC(=O)/C(C#N)=C/c3ccccc3)cc2)c1C	10	20	0.4	0.4
Cc1oc2ccccc2c(=O)c1C(=O)c1ccccc1Cl	6	5	0.3	0.8
CCOc1ccc(C(=O)CCNC(CC(=O)O)c2ccccc2)cc1 (stereo unspecified)	4	-10	0.5	0.3
O=c1c2ccccc2nc(SCc2ccc([N+](=O)[O-])cc2)n1CC1COc2ccccc2O1 (stereo unspecified)	3	-3	0.0	-0.8
O=C(NNC(=O)c1ccc([N+](=O)[O-])cc1)c1ccncc1	-2	-4	0.0	-0.7
CCCNC(=O)c1cccc(-c2ccc(OC)cc2)n1	15	-2	0.1	-3.1
COc1cc(Cl)c(C)cc1NC(=O)c1sc2ncn(CC(=O)Nc3ccc(C)c(Cl)c3)c(=O)c2c1C	5	8	0.8	-0.5
N/C(=N\OC(=O)c1cccc(F)c1)c1ccccc1	14	-4	0.3	-1.2
O=c1[nH]c(N2CCCC2)nc2c1CN(Cc1nnnn1Cc1cccs1)CC2	-5	7	0.0	1.7
COc1ccc(S(=O)(=O)N2CCN(Cc3ccc(OC)c(OC)c3)CC2)cc1	-3	-2	0.4	-0.7
COc1ccc(-c2cc(=O)c3cc(Br)ccc3o2)cc1OC	2	0	0.0	-1.0
O=C(O)CSc1nnc2n(Cc3ccc(F)cc3)c3ccccc3n12	31	-5	0.0	-0.4
Cc1c(C(=O)OCC(=O)NC(C)(C)C)cccc1[N+](=O)[O-]	3	-9	0.1	1.7
O=C(Nc1ccc(C(=O)O)cc1)/C(=C\c1ccc([N+](=O)[O-])cc1)NC(=O)c1ccccc1	-4	1	-0.1	0.6
COc1cc(Cl)c(C)cc1NC(=O)c1cc(S(=O)(=O)N2CCc3ccccc32)ccc1F	-1	-8	0.0	0.7
Cc1c(Cl)cccc1NC(=O)c1ccc(Cl)cc1Cl	9	-30	0.2	0.1
C=C(C)Cn1c(SCC(=O)OCCCCC)nc2sc3c(c2c1=O)CCC3	34	-9	-0.1	-0.2
CN(C)C(=S)Nc1ccccc1OC(F)F	-3	-2	-0.2	0.3
O=C(NCCCN1CCCC1=O)c1csc(N2CCOCC2)n1	4	-10	-0.1	-0.3

The closing four records of the section before lead into the next:
SMILES	MITF primary	TEAD-YAP block	FBW7 activator	GPR151 activ
Cc1c(Cl)cccc1NC(=O)c1ccc(Cl)cc1Cl	9	-30	0.2	0.1
C=C(C)Cn1c(SCC(=O)OCCCCC)nc2sc3c(c2c1=O)CCC3	34	-9	-0.1	-0.2
CN(C)C(=S)Nc1ccccc1OC(F)F	-3	-2	-0.2	0.3
O=C(NCCCN1CCCC1=O)c1csc(N2CCOCC2)n1	4	-10	-0.1	-0.3
Cc1nc(NC(=O)Cc2ccccc2)ccc1Br	5	-63	0.2	-1.3
COc1ccc(-c2nnc(Nc3nc4ccc(F)cc4s3)o2)cc1	-26	4	0.1	-0.5
O=C(O)c1cccc(Nc2ccc3nonc3c2[N+](=O)[O-])c1	19	-2	0.5	-2.0
O=C(NCc1ccccc1F)C1C2C=CC(C2)C1c1nc2ccccc2c(=O)[nH]1 (stereo unspecified)	28	3	0.0	-0.7
COc1ccc(CN2CCN(Cc3cccc4nonc34)CC2CCO)c(C)c1C (stereo unspecified)	2	1	-0.1	2.0
Cc1cc(/C=C2/C(=O)NC(=O)N(Cc3ccco3)C2=O)c(C)n1-c1ccc(F)cc1	21	4	0.2	-0.3

Part of the list above, with values under each structure.
The line under a structure holds: MITF primary	TEAD-YAP block	FBW7 activator	GPR151 activ
- Cc1nc(NC(=O)Cc2ccccc2)ccc1Br
 : 5	-63	0.2	-1.3
- COc1ccc(CN2CCN(Cc3cccc4nonc34)CC2CCO)c(C)c1C (stereo unspecified)
 : 2	1	-0.1	2.0
- Cc1cc(/C=C2/C(=O)NC(=O)N(Cc3ccco3)C2=O)c(C)n1-c1ccc(F)cc1
 : 21	4	0.2	-0.3

Source: PubChem BioAssay

Outcome played no part in choosing rows, and some 3.5% of all compounds hit somewhere here.
